Source: PubChem (National Center for Advancing Translational Sciences (NCATS))
KDM5B inh: KDM5B demethylase inhibition. AID 1347165. Potency, µM (highest dose often 57.7 µM), for inactives: top-dose activity change, negative = inhibition, actives largely listed as inhibitors. hit rate 2.6% among 220,000. KDM5B demethylase, FDH-coupled NADH fluorescence (FDH is formaldehyde dehydrogenase); active = well fitted inhibition curve with a large enough effect; inconclusive = small, poorly fitted or top-dose-only effect; inactive = no such curve, though single readings can be large or run the other way; note: 0% is about no effect; nearly all actives have a fitted effect of over 70% in size
Target sequence (Q9UGL1 whole entry, looked up): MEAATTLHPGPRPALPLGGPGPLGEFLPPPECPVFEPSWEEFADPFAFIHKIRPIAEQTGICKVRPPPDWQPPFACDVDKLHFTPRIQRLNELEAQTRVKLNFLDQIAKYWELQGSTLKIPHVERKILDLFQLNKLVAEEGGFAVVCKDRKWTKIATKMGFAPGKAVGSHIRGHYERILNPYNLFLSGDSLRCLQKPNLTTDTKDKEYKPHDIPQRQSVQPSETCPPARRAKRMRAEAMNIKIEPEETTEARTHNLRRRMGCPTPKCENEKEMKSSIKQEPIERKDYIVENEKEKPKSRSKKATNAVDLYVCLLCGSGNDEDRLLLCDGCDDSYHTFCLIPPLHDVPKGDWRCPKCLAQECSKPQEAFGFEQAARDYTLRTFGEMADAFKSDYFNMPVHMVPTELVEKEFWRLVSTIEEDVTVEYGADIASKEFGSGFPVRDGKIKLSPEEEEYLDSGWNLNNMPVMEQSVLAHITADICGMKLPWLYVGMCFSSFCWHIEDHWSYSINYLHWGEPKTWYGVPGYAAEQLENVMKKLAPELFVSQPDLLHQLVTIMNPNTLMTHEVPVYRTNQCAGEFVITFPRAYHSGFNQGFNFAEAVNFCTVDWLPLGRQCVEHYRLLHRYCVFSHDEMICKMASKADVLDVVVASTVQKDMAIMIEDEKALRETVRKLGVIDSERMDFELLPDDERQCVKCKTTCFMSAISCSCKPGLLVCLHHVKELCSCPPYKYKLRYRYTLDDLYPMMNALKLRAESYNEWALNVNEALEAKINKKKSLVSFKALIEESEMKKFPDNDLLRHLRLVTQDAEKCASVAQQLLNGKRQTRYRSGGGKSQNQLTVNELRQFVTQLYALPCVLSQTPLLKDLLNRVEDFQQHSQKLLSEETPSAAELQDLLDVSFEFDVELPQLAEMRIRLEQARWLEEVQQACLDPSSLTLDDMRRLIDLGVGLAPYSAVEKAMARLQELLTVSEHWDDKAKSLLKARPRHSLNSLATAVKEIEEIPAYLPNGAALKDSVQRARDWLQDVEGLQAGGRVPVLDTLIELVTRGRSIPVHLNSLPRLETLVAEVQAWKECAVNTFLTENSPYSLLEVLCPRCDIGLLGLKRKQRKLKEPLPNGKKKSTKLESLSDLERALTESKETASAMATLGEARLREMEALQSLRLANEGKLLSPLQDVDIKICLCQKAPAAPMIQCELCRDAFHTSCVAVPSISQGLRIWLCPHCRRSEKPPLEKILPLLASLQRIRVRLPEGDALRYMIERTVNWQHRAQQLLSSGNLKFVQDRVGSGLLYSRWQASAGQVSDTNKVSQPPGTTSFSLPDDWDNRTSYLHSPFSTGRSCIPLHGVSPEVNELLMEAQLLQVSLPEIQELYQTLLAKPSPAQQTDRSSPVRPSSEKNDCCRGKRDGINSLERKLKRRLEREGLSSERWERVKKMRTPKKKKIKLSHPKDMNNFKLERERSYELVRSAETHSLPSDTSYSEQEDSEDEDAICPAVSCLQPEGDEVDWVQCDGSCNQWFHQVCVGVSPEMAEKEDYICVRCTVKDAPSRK
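Compound dilutions met 200 nM (final) KDM5BΔAP for 10 min at room temperature before substrate addition. The substrate mix held 12.5 µM H3K4me3 with cofactors 25 µM α-ketoglutarate and 50 µM Fe²⁺. NADH signal gain over 30 min defined activity.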
* marks the source's active call; other numbers are inactive results; i = inactive; ? = inconclusive; & = joins results of further samples; [ ] = remark or other dose. Potency is the fitted concentration of half-maximal effect.

# | SMILES | KDM5B inh
1 | COC(=O)c1cc2sccc2n1CC(=O)Nc1ccc(C)cc1C | -15.3%
2 | Cc1ccc(C(=O)N2CCn3c(nnc3-c3ccc(Cl)cc3)C2)cc1 | 5.9%[115 µM]
3 | CONC(=O)CC(c1ccccc1)c1ccccc1 | 21.8%
4 | COc1cccc(C(=O)N2C(C(=O)NC(C)C)COC23CCN(C(=O)c2ccc(F)cc2)CC3)c1 (stereo unspecified) | -7.8%
5 | Cc1ccc(-c2nc(C(=O)N3CCN(C(C#N)c4ccc(F)cc4)CC3)cs2)cc1 (stereo unspecified) | -5.1%
6 | COc1ccc(CCC(=O)N2CCC(c3nc(C4CCOCC4)no3)CC2)cc1 | 17.8%
7 | Cc1cc(Cl)ccc1NC(=O)N1CCC(Oc2ncccc2C(=O)N2CCOCC2)C1 (stereo unspecified) | 25.7%
8 | CCC(C)NC(=O)CS(=O)(=O)Cc1cc(C)no1 (stereo unspecified) | 13.4%
9 | Cc1nc(C2CC(O)C2)cc(N2CCN(c3ccc(F)c(Cl)c3)CC2)n1 (stereo unspecified) | 22.0%
10 | C=CCn1c(SCCCCCC)nc2c1c(=O)n(C)c(=O)n2C | -2.1%
11 | Cc1ccc(OCC(=O)N2CCC3(CC2)N(CC2CC2)C(=O)CS3=O)cc1 (stereo unspecified) | 1.3%
12 | Cc1nc(SCC(=O)NC(c2ccc3c(c2)OCCCO3)C(C)C)c(C#N)c(C)c1C (stereo unspecified) | -6.0%
13 | O=C(O)C(c1cccc2c1OCC2)N1CCC(OCc2cccnc2)CC1 (stereo unspecified) | -21.5%
14 | CCNC(=O)N1CCC[C@@H](O)[C@H](NC(=O)c2ccc(OCCN3CCOCC3)cc2)C1 | 2.7%[86.2 µM]
15 | Cc1ccc(NC(=O)Cn2c(=O)c3c(ncn3Cc3ccccc3)n(Cc3ccccc3)c2=O)cc1F | 13.3%
16 | CCc1ccc(CNC(=O)C2CCN(C(=O)c3ccc(-n4ccc5ccccc54)s3)CC2)cc1 | 8.2%
17 | Cc1c(CC(=O)N(C)C(C)C)c2c(n1Cc1ccccc1F)CCCC2=O | 17.9%
18 | CCOC(=O)COc1ccc2c(C)c(CC(=O)OC)c(=O)oc2c1 | ?
19 | O=C(NCCSC1CCCC1)C1CCCO1 (stereo unspecified) | 10.3%
20 | Cc1ccc(C(=O)NC2CCCN(c3cc(-c4ccc(F)cc4)[nH]n3)C2)cn1 (stereo unspecified) | 11.5%
21 | CCn1c(C)c(C)c2cc(C(=O)NCCc3cc(OC)c(OC)c(OC)c3)ccc21 | -19.4%
22 | COC(=O)[C@@H]1Cc2nc[nH]c2CN1C(=O)c1ccc(-c2ccccc2)cc1 | -22.0%[86.2 µM]
23 | CCOC(=O)C(N)c1c(C)cc(C)cc1C (stereo unspecified) | -30.0%
24 | C/C=C(\C)C(=O)OC1Cc2cc3ccc(=O)oc3cc2OC1(C)C (stereo unspecified) | ?
25 | COc1cc(OC)c(NS(=O)(=O)c2cc(-c3n[nH]c(=O)c4c3CCCC4)ccc2C)cc1Cl | 4.5%
26 | COC(=O)c1ccc(C2C(C(=O)c3ccco3)=C(O)C(=O)N2CCc2ccccc2)cc1 (stereo unspecified) | -0.5%
27 | Cn1nc(C2CCCN(C(=O)Cc3cccc(F)c3)C2)n(-c2ccccc2)c1=O (stereo unspecified) | 14.8%
28 | O=C(NCc1cccs1)c1ccc(CSc2nc3ccncc3n2Cc2ccccc2F)cc1 | ?
29 | CCCC(=O)Nc1sc2c(c1C#N)CCC(C(C)(C)C)C2 (stereo unspecified) | -10.2%
30 | Cc1cccc(CSc2nc3cccnc3n2Cc2ccc(C(=O)NCc3ccco3)cc2)c1 | ?
31 | CCn1cnnc1CC1CCN(C(=O)c2[nH]nc3c2COc2ccccc2-3)CC1 | -30.6%
32 | Cc1cc(C)c2c(=O)n(CC(=O)Nc3cccc(Cl)c3C)sc2n1 | ?

Pulled by structure from above (6):
# | SMILES | KDM5B inh
25 | COc1cc(OC)c(NS(=O)(=O)c2cc(-c3n[nH]c(=O)c4c3CCCC4)ccc2C)cc1Cl | 4.5%
28 | O=C(NCc1cccs1)c1ccc(CSc2nc3ccncc3n2Cc2ccccc2F)cc1 | ?
29 | CCCC(=O)Nc1sc2c(c1C#N)CCC(C(C)(C)C)C2 (stereo unspecified) | -10.2%
32 | Cc1cc(C)c2c(=O)n(CC(=O)Nc3cccc(Cl)c3C)sc2n1 | ?
27 | Cn1nc(C2CCCN(C(=O)Cc3cccc(F)c3)C2)n(-c2ccccc2)c1=O (stereo unspecified) | 14.8%
26 | COC(=O)c1ccc(C2C(C(=O)c3ccco3)=C(O)C(=O)N2CCc2ccccc2)cc1 (stereo unspecified) | -0.5%

Later entries.
# | SMILES | KDM5B inh
33 | Cn1c(CN2CCOCC2)nnc1SCc1ccc(Br)cc1 | ?
34 | O=C(CNC(=O)c1ccc2c(c1)OCO2)Nc1ccc2c(c1)Cc1ccccc1-2 | 16.2%
35 | Cc1nn2c(c1-c1ccccc1[S+](C)(=O)[O-])N(C(=O)COc1ccccc1)CCC2 | -21.0%[86.2 µM]
36 | COc1ccccc1Nc1nc(-c2cc(C)ccc2C)cs1 | 0.5%
37 | Cn1c2c(c(=O)n3ncnc13)CCCC2 | 18.2%
38 | NC(=O)c1nsc(C(=O)N(CC(=O)NC2CCCCC2)c2cccc(F)c2)c1N | ?
39 | CC(C)(C)C(=O)NNC(=O)c1cc(C(C)(C)C)nn1Cc1ccccc1 | 33.3%
40 | CC(=O)Nc1ccc(C2(C(=O)N3CCCCCC3)CCC2)cc1 | 8.4%
41 | CCOCCCNC(=O)c1cc(SC)ccc1C | 17.7%
42 | CN(C)c1ccc(CNC(=O)C2CCN(C(=O)c3ccc(-n4ccc5ccccc54)s3)CC2)cc1 | 10.7%
43 | CCCOc1ccc(C2c3c(-c4ccccc4O)n[nH]c3C(=O)N2CCO)cc1 (stereo unspecified) | 13.3%
44 | CCCc1cc(NCCCn2ccnc2)n2nc(C)c(-c3ccccc3)c2n1 | 4.5%
45 | COc1ccc(C2C3=C(CCCC3=O)Nc3c(C#N)cnn32)cc1OC (stereo unspecified) | -8.6%
46 | COC(=O)c1cc(-c2ccc(Cl)cc2)nc2onc(C(C)C)c12 | 3.6%
47 | CCN(Cc1ccc(OCc2ccccc2)cc1)C(=O)c1ccc2c(c1)OCO2 | 11.8%
48 | Cc1ccnc(CC(C)N(C)C(=O)c2cc(-c3cnn(C)c3)nc3ccccc23)c1 (stereo unspecified) | 22.4µM*
49 | COc1ccc2c(C)c(CC(=O)NCCc3ccc(Cl)cc3)c(=O)oc2c1C | -11.9%
50 | CNC(=O)[C@H]1C[C@H](Oc2ccccc2)CN1Cc1sccc1C | -4.9%
51 | CCCCC(=O)Nc1ccc(-c2cn3ccc(C)nc3n2)cc1 | i
52 | Cn1c(CN2C[C@H](O)C[C@H]2c2nc(-c3ccc(OC(F)(F)F)cc3)no2)nc2ccccc21 | -4.9%
53 | CCCN(CCC)CCNC(=O)CS(=O)Cc1nc(-c2ccc(OC)c(OC)c2)oc1C (stereo unspecified) | ?
54 | COc1cccc(CNC(=O)CSc2nnc(C)c3c(C)n(-c4ccccc4)nc23)c1 | -15.0%
55 | O[C@H]1[C@H](NCC2CCCCC2)[C@H]2CO[C@H](O2)[C@@H]1Sc1ccccc1 | 10.5%[86.2 µM]
56 | COC(=O)c1cn([C@H]2CO[C@H]3[C@@H]2OC[C@@H]3NCCCc2ccccc2)nn1 | -11.2%[86.2 µM]
57 | COc1ccc(Cn2c(C3CCN(C(=O)c4ccco4)CC3)n[nH]c2=O)cc1 | 34.6%[activator]
58 | CCc1nnc(NC(=O)CCc2ccc(-c3ccc(C)c(C)c3)o2)s1 | ?
59 | CCOc1ccc(-c2ccnc(-c3ncccn3)n2)cc1C(=O)O | 13.6%
60 | CCc1ccccc1NC(=O)[C@@H](c1ccccc1)N1Cc2ccccc2C1=O | 9.1%
61 | Cc1cccc(OCc2nc(C#N)c(NC(C)c3ccccc3)o2)c1 (stereo unspecified) | -20.0%
62 | COc1ccc(NC(=O)C2(C)CCc3cnc(Nc4ccccc4)nc32)cn1 (stereo unspecified) | ?
63 | Cc1ccc(N2CCN(C(=O)c3noc(-c4ccc(F)cc4)n3)CC2)cc1 | -19.9%
64 | CCSc1nc2ccccc2c(OCc2ccc(Cl)cc2)c1C(=O)OC | -14.3%
65 | Cc1cccc(-c2nc(C)c(CCNC(=O)C(=O)Nc3ccc(C)c(F)c3)s2)c1 | 4.3%
66 | O=C1Nc2ccccc2CC12CN(Cc1ccc(C(F)(F)F)cc1)C2 | 15.6%[149 µM]
67 | Cc1nn(-c2ccc(Cl)nn2)c2c1C(c1cccc3nccnc13)CC(=O)N2 (stereo unspecified) | 3.7%
68 | CN1C(=O)CS(=O)(=O)C12CCN(C(=O)c1ccoc1)CC2 | 20.3%
69 | CC1=C[C@@H](CNC(=O)C2CC2)[C@H](C(C)C)C[C@H]1Cc1nc2ncccc2[nH]1 | -2.4%[86.2 µM]
70 | COc1cccc(CN(C)CC(C#N)CCC#N)c1OC (stereo unspecified) | 10.6%
71 | CCOC(=O)c1csc(N)c1-c1ccc([N+](=O)[O-])cc1 | ?
72 | CCOc1cccc(CNC(=O)C2Cn3cccc3C(=O)N2)c1 (stereo unspecified) | 8.4%
73 | Cc1nn(-c2ccc(=O)[nH]n2)c2c1C(c1cccc3nccnc13)CC(=O)N2 (stereo unspecified) | -15.5%
74 | CCOC(=O)c1nc(NCc2cccc(OC)c2)c2ccccc2n1 | 11.0%
75 | CC1CCCCN1S(=O)(=O)c1cc2c(=O)nc3ccccn3c2cc1Cl (stereo unspecified) | ?
76 | COc1ccc2c(C)c(CC(=O)O)c(=O)oc2c1OC | ?
77 | CC(NC(=O)Cc1cccc(F)c1)C(=O)N1CCN(c2ccccn2)CC1 (stereo unspecified) | ?
78 | CCN1C(=O)CCC2(C(=O)NCCc3c[nH]c4ccccc34)CCCC=C12 (stereo unspecified) | ?
79 | CCOC(=O)c1cccc(NC(=O)N2CCC(CN3CCc4ccccc4C3)CC2)c1 | 0.3%&-13.5%
80 | CC(C)CCN1CCOCCNC(=O)CC1 | 8.5%
81 | CC(C)NC(=O)N1[C@H](c2cccs2)[C@@H](C)C(=O)[C@@H](C)[C@@H]1c1cccs1 | -7.7%
82 | C#CCSc1n[nH]c(-c2ccco2)n1 | 23.3%
83 | Cn1c(=O)n(C)c2cc(N3CCCCC3)c(NC(=O)Nc3ccc(Br)cc3)cc21 | -22.5%
84 | CC(=O)NCC(=O)N1Cc2ccccc2CC2(CCN(Cc3ccc(O)cc3)C2)C1 (stereo unspecified) | ?
85 | COCCn1c(C)cnc1CC1CCN(C(=O)c2ccc(OC)cc2OC)CC1 | 34.2%
86 | CC1=C(C(=O)N2CCN(c3ccc(Cl)cc3)CC2)C2(CCC(C)CC2)OC1=O (stereo unspecified) | -81.3%
87 | COc1ccc(S(=O)(=O)N2CCCCC2)cc1NC(=O)Cc1cccs1 | 13.8%
88 | O=C1CCCC2=C1C(c1ccco1)Nc1ccc3ccccc3c12 (stereo unspecified) | ?

(further entries)
# | SMILES | KDM5B inh
89 | COCCNC(=O)N1CC=C(c2ccc(F)cc2)CC1 | -4.8%
90 | CCn1cc(C(=O)O)c(=O)c2cc(F)c(N3CCN(C(=S)NC(=O)c4ccccc4F)CC3)cc21 | ?
91 | CCOc1ccccc1C(=O)N1CCC2(CC1)CN(c1ccncn1)CC2CO (stereo unspecified) | 4.8%
92 | O=C(COc1ccc2c(=O)c(Oc3ccc(F)cc3)coc2c1)NCc1ccccc1 | -12.2%
93 | Cc1oc(-c2ccc3ccccc3c2)nc1CN1CCNC(=O)C1 | 28.2µM*
94 | CCOC(=O)C1=C(CN(Cc2ccco2)C2CCCC2)NC(=O)NC1c1ccc(C)cc1 (stereo unspecified) | 1.7%
95 | COc1ccc(C(=O)NC2CCN(c3cc(-c4ccc(Cl)cc4)[nH]n3)C2)cc1 (stereo unspecified) | ?
96 | CCN(CC)Cc1nc(C2(O)CCN(C3CCC(F)(F)CC3)CC2)cs1 | -15.6%[86.2 µM]
97 | CC(C)NC(=O)N1CC2ON=C(C(=O)N(C)C)C2C1 (stereo unspecified) | -9.3%[149 µM]
98 | CC(C)OCCCNc1nc2c([S+](=O)([O-])c3cccnc3)nnn2c2ccccc12 | -26.1%[115 µM]
99 | O=C(CCCc1ccccc1)Nc1nccs1 | -2.5%
100 | CCN(CC)CCCC(C)NC(=O)c1cc(=O)c2ccccc2o1 (stereo unspecified) | 5.1%
101 | CC(=O)c1c(C)nn(CC(=O)NC(C)c2cnn(-c3ccccc3C)c2C)c1C (stereo unspecified) | -2.2%
102 | O=C(O)CCc1cccc(Cl)c1Cl | -7.4%
103 | CC(CNC(=O)CCCn1c(=O)c2cccn2c2ccc(F)cc21)c1ccccc1 (stereo unspecified) | -25.1%
104 | CCCCCC(=O)Nc1ccc([C@H]2OCC(=O)N(Cc3nccn3C)[C@@H]2CO)cc1 | 23.0%[86.2 µM]
105 | Cc1cc(N2CCN(Cc3nnc(C4CC(N)C4)n3C)CC2)cc(C)n1 (stereo unspecified) | 118.1%[activator]
106 | Cc1cc(C)c(S(=O)(=O)N2CCN(Cc3nc4ccc(C)cc4o3)CC2)c(C)c1 | -16.2%&-22.2%
107 | COc1ccc(NC(=O)N2CCN(C(=O)Nc3ccc(OC)cc3)CC2)cc1 | -5.1%
108 | CCS(=O)(=O)Nc1ccc(C2(C(=O)NCC3CCCO3)CCCCC2)cc1 (stereo unspecified) | 11.9%
109 | CCC(=O)Nc1ccccc1-c1nc2ccccc2n(CC(=O)Nc2ccc(C)c(C)c2)c1=O | -16.3%
110 | Cc1oc(-c2ccccc2)nc1CC(=O)Nc1ccc(Cl)cc1Cl | -0.1%

Shown as a hit in KDM5B inh (from the list above):
# | SMILES | KDM5B inh
48 | Cc1ccnc(CC(C)N(C)C(=O)c2cc(-c3cnn(C)c3)nc3ccccc23)c1 (stereo unspecified) | 22.4µM*
93 | Cc1oc(-c2ccc3ccccc3c2)nc1CN1CCNC(=O)C1 | 28.2µM*

Only part of the results is shown. The share of hits here may be higher or lower than overall.
